NOD2-RIPK2 inh: NOD2-RIPK2 binding disruptors in cells, primary screen, fluorescence, CHO cells, BLA complementation; Receptor-interacting serine/threonine-protein kinase 2 (Homo sapiens), O43353; CCF4 ratio; inhibition, % at 4.98 µM; 0.38% of 360,000 active; in the data active means inhibition above about 21%;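 further: 0% = vehicle only and 100% = reference blocker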
HTR2A ag: mouse Htr2a agonists via beta-arrestin recruitment, primary screen, cell-based, luminescence | AID 624169, 2012 | activation, % at 7.6 µM | 5-hydroxytryptamine receptor 2A (Mus musculus), P35363 | 0.66% of 360,000 active | CHO-K1 mHTR2A beta-arrestin complementation; percent of 30 µM serotonin response;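 active means activation above a run cutoff, the mean activation of all tested compounds plus 3 SD, cut at about 14% in these data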;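 further: 0% = plate median of compound wells and 100% = 30 µM serotonin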
Glyco luc inh: increase of ERlucT glycosylation luciferase signal, primary screen, N-linked glycosylation inhibitor project, D54 ERlucT cells, luminescence, set 2. D54 ERlucT glycosylation luciferase reporter, 24 h; percent of 100 nM tunicamycin response. reporter increase, % at 12.5 µM. 0.23% of 360,000 active. AID 588692, 2011;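 active means mean luciferase reporter signal, scaled so untreated is 0 and the glycosylation-blocking control 100, at or above a set limit in every replicate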;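 further: luciferase carries N-glycosylation sites so blocking glycosylation raises the light; 0% = median of neutral control wells and 100% = median of 100 nM tunicamycin wells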
NCOA2 inhibitor: inhibition of GAL4-SRC2 driven luciferase reporter, primary screen, SRC2 inhibitor project, cell-based, luminescence; inhibition, % at 9 µM; 0.17% of 370,000 active; Nuclear receptor coactivator 2 (Homo sapiens), Q15596; HEK293 GAL4-SRC2 luciferase reporter; AID 651957, 2012;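 active means inhibition above the mean inhibition of all tested compounds plus 3 SD, set per campaign, cut at about 52% in these data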;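 further: 0% = DMSO treated cells and 100% = cells given Gossypol at 36 µM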
ABHD5 PLIN5 PPI: ABHD5-PLIN5 interaction inhibitors, primary screen, cell lysate, split luciferase complementation, luminescence; Perilipin-5 (Homo sapiens) + 1-acylglycerol-3-phosphate O-acyltransferase ABHD5 (Homo …; Split G. princeps luciferase complementation, 4 h; inhibition, % at 4 µM; 0.78% of 360,000 active;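 active means inhibition above the mean inhibition across every tested compound plus 3 SD, cut at about 22% in these data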;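 further: 0% = DMSO only wells and the 100% control is not disclosed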
H9c2 protect: cardioprotection against H2O2-induced cell death, primary screen, uHTS, H9c2 cells, ATPLite luminescence | AID 588492, 2011 | 0.63% of 360,000 active | H9c2 cardiomyocytes, H2O2 injury protection, 2 h | protection from H2O2 cell death, % at 20 µM;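 active means compounds giving at least 50% protection of heart cells from peroxide-induced death in the single-dose screen, raw or plate-pattern-corrected value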;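 further: 0% = DMSO wells with peroxide and 100% = DMSO wells without peroxide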
TLR9-MyD88 block: inhibitors of TLR9-MyD88 association in cells, primary screen, cell-based, CHO, BLA complementation, fluorescence. Toll-like receptor 9 (Homo sapiens) + Myeloid differentiation primary response protein …. CCF4 FRET ratio. 0.21% of 340,000 active. inhibition, % at 4.98 µM. AID 504734, 2011;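 active means inhibition above the mean over all tested compounds plus 3 SD, cut at about 21% in these data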;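 further: 0% = DMSO only wells and 100% = clavulanate BLA inhibitor control wells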
MC4R ag barr: MC4R agonists recruiting beta-arrestin, primary screen, cell-based, luminescence, agonist arm of biased-ligand search | Melanocortin receptor 4 (Homo sapiens), P32245 | U2OS MC4R beta-arrestin complementation; percent of melanotan II response, DMSO zero | activation, % at 8.9 µM | 0.98% of 360,000 active | AID 540308, 2011;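 active means activation above a per-plate cutoff, the mean activation of sample wells on that plate plus 3 SD, cut at about 8% in these data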
ABCB6 inh MLPCN: ABCB6 transporter inhibitors, primary screen, K562-ABCB6 cells, flow cytometry, MLPCN library. fluorescence ratio to DMSO, % at 10 µM. AID 602162, 2011. 0.19% of 360,000 active. ATP-binding cassette sub-family B member 6 (Homo sapiens), Q9NP58. K562-ABCB6 porphyrin accumulation, 1 h; hits give low values;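 active means fluorescence ratio to DMSO below 75%, the collection mean minus 3 SD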;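 further: signal is porphyrin accumulated inside mitochondria; 100% equals median channel fluorescence of DMSO control wells; lower ratio means ABCB6 inhibition with less porphyrin fluorescence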
MC4R antag cAMP: MC4R antagonists of cAMP signaling, primary screen, cell-based, TR-FRET, antagonist arm of biased-ligand search; AID 540295, 2011; 0.48% of 360,000 active; inhibition, % at 6.5 µM; MC4R-expressing cells, MTII-stimulated cAMP, LANCE TR-FRET; Melanocortin receptor 4 (Homo sapiens), P32245;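 active means inhibition above its plate's cutoff, the mean of tested wells on that plate plus 3 SD, cut at about 29% in these data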;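 further: 0% = Melanotan II alone and 100% = Melanotan II plus saturating MCL0020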
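System: U2OS cells stably expressing human melanocortin 4 receptor (MC4R). Reagent: Melanotan II challenge after compound preincubation. Doses: 6.5 µM. Times: 30-min compound, 1-h challenge, 1-h detection, room temperature. Measured by: TR-FRET with Eu-cAMP and labeled anti-cAMP, 671 nm. Replicates: singlicate.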
An asterisk follows results filed as active. These rows are one share of the data (hit frequency here may not be typical).

O=C(CSc1nnnn1-c1ccccc1)c1ccc(O)cc1O was read as NOD2-RIPK2 inh 5, HTR2A ag 1, Glyco luc inh 4, NCOA2 inhibitor -12, ABHD5 PLIN5 PPI 0, H9c2 protect 1, TLR9-MyD88 block -2, MC4R ag barr 0.5, ABCB6 inh MLPCN 94 and MC4R antag cAMP 3.
Screening Cc1ccc(NC(=S)Nc2ccc(S(=O)(=O)Nc3ncccn3)cc2)c(C)c1 returned NOD2-RIPK2 inh -3, HTR2A ag 6, Glyco luc inh 1, NCOA2 inhibitor 2, ABHD5 PLIN5 PPI -3, H9c2 protect -4, TLR9-MyD88 block 9, MC4R ag barr 0.9, ABCB6 inh MLPCN 98 and MC4R antag cAMP 4.
For Cc1cccc(NC(=O)CSCC(=O)N(C)CCOc2ccc(Cl)cc2)c1 the results were NOD2-RIPK2 inh 5, HTR2A ag 6, Glyco luc inh -3, NCOA2 inhibitor 12, ABHD5 PLIN5 PPI -3, H9c2 protect -11, TLR9-MyD88 block 12, MC4R ag barr 0.9, ABCB6 inh MLPCN 96 and MC4R antag cAMP 6.
Screening CCC/C(=N\NC(=O)CNC(=O)/C=C/c1ccco1)c1ccccc1 returned NOD2-RIPK2 inh -6, HTR2A ag 0, Glyco luc inh 2, NCOA2 inhibitor -11, ABHD5 PLIN5 PPI 2, H9c2 protect -1, TLR9-MyD88 block 3, MC4R ag barr -0.6, ABCB6 inh MLPCN 99 and MC4R antag cAMP -4.
Screening O=C1CN(C(=O)COC(=O)CCC(=O)c2ccc3c(c2)OCCO3)c2ccccc2N1 returned NOD2-RIPK2 inh -5, HTR2A ag 2, Glyco luc inh 4, NCOA2 inhibitor -12, ABHD5 PLIN5 PPI 3, H9c2 protect -7, TLR9-MyD88 block 4, MC4R ag barr -0.8, ABCB6 inh MLPCN 101 and MC4R antag cAMP 2.
For COCCOC(=O)c1c(C)n(C)c2ccc(OC(=O)c3ccco3)cc12 the results were NOD2-RIPK2 inh 3, HTR2A ag -3, Glyco luc inh 2, NCOA2 inhibitor -17, ABHD5 PLIN5 PPI -3, H9c2 protect 1, TLR9-MyD88 block 2, MC4R ag barr -1.5, ABCB6 inh MLPCN 107 and MC4R antag cAMP 3.
`CCC(=O)Nc1ccc2c(c1)nc(CCNC(=O)c1ccco1)n2C` gave NOD2-RIPK2 inh -1, HTR2A ag -5, Glyco luc inh 2, NCOA2 inhibitor 0, ABHD5 PLIN5 PPI -3, H9c2 protect 4, TLR9-MyD88 block -4, MC4R ag barr -1.2, ABCB6 inh MLPCN 96 and MC4R antag cAMP 7.
For Cc1cccc(C(=O)n2c(=S)nc3ccccn32)c1 the results were NOD2-RIPK2 inh -4, HTR2A ag 0, Glyco luc inh -15, ABHD5 PLIN5 PPI -17, H9c2 protect -30, TLR9-MyD88 block 3, MC4R ag barr -0.6, ABCB6 inh MLPCN 100 and MC4R antag cAMP 9.
`Cc1ccc(NC(=O)Nc2ccc3c(c2)nnn3C)cc1C` gave NOD2-RIPK2 inh -1, HTR2A ag -3, Glyco luc inh 5, NCOA2 inhibitor -13, ABHD5 PLIN5 PPI 1, H9c2 protect -2, TLR9-MyD88 block -5, MC4R ag barr 0.4, ABCB6 inh MLPCN 97 and MC4R antag cAMP 6.
Screening CC1(c2nnc(-c3cccc(Cl)c3)o2)CC(c2cccnc2)=NO1 (configuration not stated) returned NOD2-RIPK2 inh -4, HTR2A ag 6, Glyco luc inh 1, NCOA2 inhibitor 10, ABHD5 PLIN5 PPI 7, H9c2 protect -1, TLR9-MyD88 block -7, MC4R ag barr 0.1, ABCB6 inh MLPCN 95 and MC4R antag cAMP 3.
`Cc1ccc(NC(=S)NNC(=S)Nc2cccc(C(F)(F)F)c2)cc1` gave NOD2-RIPK2 inh -5, HTR2A ag -7, Glyco luc inh 8, NCOA2 inhibitor 7, ABHD5 PLIN5 PPI -19, H9c2 protect -6, TLR9-MyD88 block 5, MC4R ag barr -0.8, ABCB6 inh MLPCN 100 and MC4R antag cAMP 9.
For O=C(CC(c1ccccc1)c1cc(Br)ccc1O)NCc1ccco1 (configuration not stated) the results were NOD2-RIPK2 inh -8, HTR2A ag 2, Glyco luc inh -4, NCOA2 inhibitor -18, ABHD5 PLIN5 PPI -1, H9c2 protect -8, TLR9-MyD88 block -5, MC4R ag barr 0.3, ABCB6 inh MLPCN 102 and MC4R antag cAMP 9.
CC1CCCC(C)N1C(=O)c1ccc(CS(=O)(=O)c2ccccc2)cc1 (configuration not stated) was read as NOD2-RIPK2 inh -14, HTR2A ag -1, Glyco luc inh 0, NCOA2 inhibitor 5, ABHD5 PLIN5 PPI 0, H9c2 protect -3, TLR9-MyD88 block -11, MC4R ag barr -0.3, ABCB6 inh MLPCN 94 and MC4R antag cAMP 12.
COc1ccccc1NC(=O)C(=O)c1cn(CC(=O)N2CCCC2)c2ccccc12 was read as NOD2-RIPK2 inh -7, HTR2A ag -3, Glyco luc inh 0, NCOA2 inhibitor -52, ABHD5 PLIN5 PPI -1, H9c2 protect 3, TLR9-MyD88 block -1, MC4R ag barr -1.2, ABCB6 inh MLPCN 102 and MC4R antag cAMP 4.
CC1CC(C)CN(C(=O)C(C)N(C)CC(=O)Nc2ccccc2Cl)C1 (configuration not stated) was read as NOD2-RIPK2 inh -7, HTR2A ag 3, Glyco luc inh 1, NCOA2 inhibitor -3, ABHD5 PLIN5 PPI -3, H9c2 protect 1, TLR9-MyD88 block 4, MC4R ag barr 0.2, ABCB6 inh MLPCN 99 and MC4R antag cAMP 2.
COc1cccc(-c2c(C(=O)N/N=C/c3ccsc3)nnn2-c2nonc2N)c1 was read as NOD2-RIPK2 inh 6, HTR2A ag -1, Glyco luc inh -1, NCOA2 inhibitor -2, ABHD5 PLIN5 PPI -1, H9c2 protect 2, TLR9-MyD88 block 5, MC4R ag barr -2.1, ABCB6 inh MLPCN 103 and MC4R antag cAMP 9.
CCc1ccc2c(c1)cc(CN(C(=S)Nc1ccccc1C)C1CC1)c1nnnn12 was read as NOD2-RIPK2 inh 2, HTR2A ag 2, Glyco luc inh -3, NCOA2 inhibitor -6, ABHD5 PLIN5 PPI 2, H9c2 protect -2, TLR9-MyD88 block -4, MC4R ag barr 12*, ABCB6 inh MLPCN 91 and MC4R antag cAMP 7.
`CC(C)[C@@H](C(=O)N1CCNCC1)n1cc(CCO)nn1` gave NOD2-RIPK2 inh -5, HTR2A ag 6, Glyco luc inh 0, NCOA2 inhibitor -8, ABHD5 PLIN5 PPI -8, H9c2 protect 9, TLR9-MyD88 block -7, MC4R ag barr -1.0, ABCB6 inh MLPCN 96 and MC4R antag cAMP 2.
Screening CCc1nc2ccc(C(=O)Nc3ccc(OC)c(OC)c3)cn2c1N(C)Cc1ccc(N(C)C)cc1 returned NOD2-RIPK2 inh 0, HTR2A ag 5, Glyco luc inh -2, NCOA2 inhibitor 17, ABHD5 PLIN5 PPI 6, H9c2 protect 9, MC4R ag barr 0.6, ABCB6 inh MLPCN 88 and MC4R antag cAMP 4.
COc1cc([N+](=O)[O-])ccc1NC(=O)NCC1CCN(Cc2ccc(Cl)cc2)CC1 was read as NOD2-RIPK2 inh 1, HTR2A ag -10, Glyco luc inh -3, NCOA2 inhibitor 12, ABHD5 PLIN5 PPI 11, H9c2 protect -11, TLR9-MyD88 block 0, MC4R ag barr 1.7, ABCB6 inh MLPCN 95 and MC4R antag cAMP 5.
NC(=O)c1ccccc1N was read as NOD2-RIPK2 inh -18, HTR2A ag 7, Glyco luc inh -1, NCOA2 inhibitor -21, ABHD5 PLIN5 PPI 3, H9c2 protect -1, TLR9-MyD88 block 4, MC4R ag barr 0.1, ABCB6 inh MLPCN 97 and MC4R antag cAMP 2.
`O=S(=O)(Nc1nc2ccccc2[nH]1)c1ccc(Cl)cc1` gave NOD2-RIPK2 inh 4, HTR2A ag -1, Glyco luc inh 1, NCOA2 inhibitor 16, ABHD5 PLIN5 PPI -11, H9c2 protect 7, TLR9-MyD88 block 7, MC4R ag barr -1.7, ABCB6 inh MLPCN 103 and MC4R antag cAMP 0.
For CCOC(=O)C1=C(O)/C(=C/c2cn(CC(=O)NCC3CCCO3)c3ccccc23)SC1=Nc1ccc(C)cc1 (configuration not stated) the results were NOD2-RIPK2 inh 3, HTR2A ag -2, Glyco luc inh -3, ABHD5 PLIN5 PPI -5, H9c2 protect -2, TLR9-MyD88 block 2, MC4R ag barr 3.0, ABCB6 inh MLPCN 104 and MC4R antag cAMP 7.
CSc1ccccc1OCc1cc(C(=O)NCCc2ccco2)no1 was read as NOD2-RIPK2 inh -6, HTR2A ag -5, Glyco luc inh 0, NCOA2 inhibitor -1, ABHD5 PLIN5 PPI 5, H9c2 protect -5, TLR9-MyD88 block -7, MC4R ag barr -1.6, ABCB6 inh MLPCN 105 and MC4R antag cAMP -6.
Screening COc1ccc(C(c2sc3nc(C)nn3c2O)N2CCN(Cc3ccccc3)CC2)cc1OC (configuration not stated) returned NOD2-RIPK2 inh -8, HTR2A ag 9, Glyco luc inh -1, NCOA2 inhibitor 7, ABHD5 PLIN5 PPI -1, H9c2 protect 7, TLR9-MyD88 block 1, MC4R ag barr -0.8, ABCB6 inh MLPCN 93 and MC4R antag cAMP 10.

Retrieved by compound from the entries so far, two records:
`Cc1ccc(NC(=O)Nc2ccc3c(c2)nnn3C)cc1C` gave NOD2-RIPK2 inh -1, HTR2A ag -3, Glyco luc inh 5, NCOA2 inhibitor -13, ABHD5 PLIN5 PPI 1, H9c2 protect -2, TLR9-MyD88 block -5, MC4R ag barr 0.4, ABCB6 inh MLPCN 97 and MC4R antag cAMP 6.
`CC(C)[C@@H](C(=O)N1CCNCC1)n1cc(CCO)nn1` gave NOD2-RIPK2 inh -5, HTR2A ag 6, Glyco luc inh 0, NCOA2 inhibitor -8, ABHD5 PLIN5 PPI -8, H9c2 protect 9, TLR9-MyD88 block -7, MC4R ag barr -1.0, ABCB6 inh MLPCN 96 and MC4R antag cAMP 2.
